LDHA inh: blocks human lactate dehydrogenase A. purified LDHA, NADH/diaphorase-resazurin fluorescence; active compounds read low. activity change, % (values are at about 110 or 230 µM). P00338. actives 0.15% (n = 480,000); in the data active = activity change below about -30%; inconclusive = mostly about -25% to -30%;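 also: plate controls were DMSO wells for no effect and wells without enzyme for full effect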
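Human LDH5 at 2 nM final in Tris HCl pH 7.4 with 0.06 mM NADH and 0.2 mM pyruvate, reacted 5 minutes at room temperature. Remaining NADH coupled via diaphorase/resazurin; resorufin fluorescence read at 0 and 20 minutes, normalized to enzyme-free and DMSO wells.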
12-LOX inh: inhibitors of human 12S-lipoxygenase ALOX12. P18054. purified 12hLO, xylenol orange hydroperoxide absorbance. Potency, µM (doses to about 108 µM), without a hit: top-dose activity change, negative = inhibition, most hits filed as inhibitors. actives 1.1% (n = 580,000); active = well fitted inhibition curve with a large enough effect; inconclusive = small, poorly fitted or top-dose-only effect, or another doubt; inactive = no such curve, though single readings can be large or run the other way; also: potency is read from the fitted curve at half-maximal effect
Target sequence (P18054 whole entry, looked up): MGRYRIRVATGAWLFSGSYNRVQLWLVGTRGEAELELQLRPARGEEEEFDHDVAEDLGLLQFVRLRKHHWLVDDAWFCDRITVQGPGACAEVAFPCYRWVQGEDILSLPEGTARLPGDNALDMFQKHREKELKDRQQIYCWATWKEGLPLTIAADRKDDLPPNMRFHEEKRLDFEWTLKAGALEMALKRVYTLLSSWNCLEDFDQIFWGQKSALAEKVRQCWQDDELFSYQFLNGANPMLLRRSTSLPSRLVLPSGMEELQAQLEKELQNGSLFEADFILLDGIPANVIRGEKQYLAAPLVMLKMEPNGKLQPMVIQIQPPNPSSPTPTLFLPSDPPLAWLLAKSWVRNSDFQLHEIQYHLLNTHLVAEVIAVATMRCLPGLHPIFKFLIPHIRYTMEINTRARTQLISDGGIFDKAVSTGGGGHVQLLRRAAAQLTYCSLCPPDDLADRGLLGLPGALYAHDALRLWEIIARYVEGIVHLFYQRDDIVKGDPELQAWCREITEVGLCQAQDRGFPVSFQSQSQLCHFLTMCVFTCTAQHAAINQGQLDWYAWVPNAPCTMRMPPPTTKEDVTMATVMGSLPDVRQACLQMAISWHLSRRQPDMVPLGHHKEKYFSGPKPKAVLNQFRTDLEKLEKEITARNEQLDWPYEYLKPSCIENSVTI
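Hydroperoxide product was detected by ferrous iron/xylenol orange as the 573 to 405 nm absorbance ratio. Arachidonic acid at 40 uM (final) was turned over for 30 min at room temperature by 150 nM human 12hLO, pH 7.0 Hepes buffer, after 15 min compound preincubation.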
* hit, by the source's call; [ ] = dose if it differs, or a comment. Unless noted, % is scaled to controls: 0 for no effect and ±100 for the full control effect. This is a subset; count on the stated rates, not on these rows.

For Cc1ccc(S(=O)(=O)N2CCN(CCNC(=O)c3cc(C)cc(C)c3)CC2)cc1 the results were LDHA inh 19 and 12-LOX inh inconclusive.
COc1cn(CC(=O)Nc2ccc(C(N)=O)cc2)c(CSc2ccc(F)cc2)cc1=O was read as LDHA inh 1 and 12-LOX inh -2%.
`N#C/C(=C/c1ccccc1OC(F)F)C(=O)Nc1ccccc1Cl` gave LDHA inh 5 and 12-LOX inh 8%.
`O=C(C[C@@H]1C=C[C@@H](NC(=O)c2cccnc2)[C@@H](CO)O1)NCc1ccncn1` gave LDHA inh -4 and 12-LOX inh -27%.
For COC(=O)c1ccc(C(=O)N(C)Cc2ccncc2)s1 the results were LDHA inh -2 and 12-LOX inh 7%.
`Cc1cc(NCCN(C)C)n2nc(C)c(-c3ccccc3)c2n1` gave LDHA inh 2 and 12-LOX inh 4%.
`Cc1cc(OCC(=O)N2CCCCC2CCN2CCCCCC2)ccc1Cl` (stereo unspecified) gave LDHA inh -2 and 12-LOX inh inconclusive.
`CCCCc1c2c(nn1-c1cc(Cl)ccc1OC)CCCC2=O` gave LDHA inh -7 and 12-LOX inh -9%.
For COc1cccc(NC(=O)Nc2nnc(COc3ccc(Cl)c(C)c3)s2)c1 the results were LDHA inh -6 and 12-LOX inh 13%.
Screening C#CCN(Cc1ccc(F)cc1)C(=O)NCC1CCN(Cc2ccccc2)CC1 returned LDHA inh 5 and 12-LOX inh -17%.
Screening COc1ccc(/C=C/C(=O)OCC(=O)c2cccs2)cc1 returned LDHA inh 0 and 12-LOX inh 17%.
`Cc1cc(NC(=O)N2CCN(C(=O)c3nsc4ccccc34)CC2)ccc1Br` gave LDHA inh 8 and 12-LOX inh 8%.
For COc1ccc(COc2ccccc2C#N)c(Br)c1OC the results were LDHA inh 4 and 12-LOX inh -1%.
Cc1ccccc1NC(=O)CSc1cccs1 was read as LDHA inh 1 and 12-LOX inh inconclusive.
`Cc1ccc2nc(-c3cccc(NC(=O)c4cc([N+](=O)[O-])ccc4N4CCOCC4)c3)oc2c1` gave LDHA inh 10 and 12-LOX inh -23%.
Screening Cc1cccc(-c2ccc(O)cc2CN2CCN(c3ncc(Cc4ccccc4)cn3)CC2)c1 returned LDHA inh 7 and 12-LOX inh -5%.
Screening Cc1ccc2c(C)cc(SCC(=O)Nc3cccc(F)c3)nc2c1 returned LDHA inh 0 and 12-LOX inh -8%.
Cc1cc(C)cc(-n2nnnc2SCCCn2c(=O)c3c(ncn3C)n(C)c2=O)c1 was read as LDHA inh 5 and 12-LOX inh 19%.
CCCCCCCCCCCCc1ccc(-c2ccc(CCCCC)cn2)cc1 was read as LDHA inh 2 and 12-LOX inh -9%.
CC(CNC(=O)c1nnc(C(=O)Nc2ccccc2)s1)c1ccccc1 (stereo unspecified) was read as LDHA inh 1 and 12-LOX inh -12%.
`O=S(=O)(NCc1ccc(N2CCOCC2)nc1)c1ccc(Cl)c(Cl)c1` gave LDHA inh -6 and 12-LOX inh 1%.
O=C(N1CCN(C/C=C/c2ccccc2)CC1)C(F)(F)F was read as LDHA inh 6 and 12-LOX inh -29%.
CCc1nn2c(=O)cc(CNc3cccc(C(=O)NC4CC4)c3)nc2s1 was read as LDHA inh 1 and 12-LOX inh 10µM*.
Screening COc1ccc(OC)c2[nH]c(C(=O)N3CCC(c4nnc5ccccn45)CC3)cc12 returned LDHA inh 12 and 12-LOX inh -7%.
For CN(C)C(CNC(=O)C1CC=CCC1)c1ccsc1 (stereo unspecified) the results were LDHA inh 0 and 12-LOX inh 6%.
`CCNC(=O)C1(C)CCCN(C(=O)c2ccc(F)c(C)c2)C1` (stereo unspecified) gave LDHA inh -3 and 12-LOX inh 3%.
`COC(=O)c1c(C)[nH]c(C(=O)CSc2nnc(C)s2)c1C` gave LDHA inh 2 and 12-LOX inh -2%.
For CCc1nc2ccc(C(=O)Nc3cccc(OCC(=O)N(C)C)c3)cn2c1N(C)Cc1cc2ccccc2s1 the results were LDHA inh 1 and 12-LOX inh 1%.
Screening CC(C)CCC[C@](C)(O)c1ccc(C(=O)O)cc1O returned LDHA inh -1 and 12-LOX inh inconclusive.
For CC(Sc1nnc(-c2cccs2)n1C1CC1)C(=O)N(C)Cc1ccccc1 (stereo unspecified) the results were LDHA inh 10 and 12-LOX inh 7%.
Screening S=C(NCc1ccccc1)NC1CC1 returned LDHA inh 1 and 12-LOX inh inconclusive.
CCc1nc2ccc(C(=O)Nc3cc(-c4ccccc4)ccc3OC)cn2c1N(C)Cc1ccc(OC)cc1 was read as LDHA inh -4 and 12-LOX inh 9%.
For COc1ccc(CNC(=O)CSc2cc(C)c3ccc(OC)cc3n2)cc1 the results were LDHA inh 8 and 12-LOX inh -2%.
`Cc1ccc(NCC(=O)N2CCN(S(C)(=O)=O)CC2)cc1F` gave LDHA inh -1 and 12-LOX inh inconclusive.
`COC(=O)c1ccc2oc(=O)c(S(=O)(=O)c3ccc(OC)cc3)cc2c1` gave LDHA inh -6 and 12-LOX inh 3%.
Screening CCOc1cc2ccccc2cc1C(=O)N1CCN(CC(=O)Nc2ccccc2Cl)CC1 returned LDHA inh -14 and 12-LOX inh -16%.

Of the compounds above, these have an aryl methoxy group.
COc1cn(CC(=O)Nc2ccc(C(N)=O)cc2)c(CSc2ccc(F)cc2)cc1=O was read as LDHA inh 1 and 12-LOX inh -2%.
`CCCCc1c2c(nn1-c1cc(Cl)ccc1OC)CCCC2=O` gave LDHA inh -7 and 12-LOX inh -9%.
For COc1cccc(NC(=O)Nc2nnc(COc3ccc(Cl)c(C)c3)s2)c1 the results were LDHA inh -6 and 12-LOX inh 13%.
Screening COc1ccc(/C=C/C(=O)OCC(=O)c2cccs2)cc1 returned LDHA inh 0 and 12-LOX inh 17%.
For COc1ccc(COc2ccccc2C#N)c(Br)c1OC the results were LDHA inh 4 and 12-LOX inh -1%.
Screening COc1ccc(OC)c2[nH]c(C(=O)N3CCC(c4nnc5ccccn45)CC3)cc12 returned LDHA inh 12 and 12-LOX inh -7%.
CCc1nc2ccc(C(=O)Nc3cc(-c4ccccc4)ccc3OC)cn2c1N(C)Cc1ccc(OC)cc1 was read as LDHA inh -4 and 12-LOX inh 9%.
For COc1ccc(CNC(=O)CSc2cc(C)c3ccc(OC)cc3n2)cc1 the results were LDHA inh 8 and 12-LOX inh -2%.
`COC(=O)c1ccc2oc(=O)c(S(=O)(=O)c3ccc(OC)cc3)cc2c1` gave LDHA inh -6 and 12-LOX inh 3%.

Further entries follow:
Cc1cc(C)c2oc(-c3cc(NC(=O)c4ccco4)ccc3O)nc2c1 was read as LDHA inh -4 and 12-LOX inh 0%.
For Cc1c(CCC(=O)N2CCOCC2)c(=O)oc2c(C)c(O)ccc12 the results were LDHA inh 19 and 12-LOX inh 57%[activator].
`Nc1ccc(C=Cc2ccc(N)cc2)cc1` gave LDHA inh 1 and 12-LOX inh 3%.
C#CCN(CC(=O)C(C)(C)C)C(C)(C)C was read as LDHA inh 3 and 12-LOX inh inconclusive.
Screening CC(=O)c1sc(Nc2ccc3c(c2)OCO3)nc1C returned LDHA inh 4 and 12-LOX inh -30%.
`COc1cc(CNCc2ccco2)ccc1OCc1ccccc1C` gave LDHA inh 2 and 12-LOX inh inconclusive.
Screening CCc1nc2c(OCC(N)=O)cccn2c1N(C)C(=O)c1ccc(OC)cc1 returned LDHA inh 0 and 12-LOX inh -6%.
`CC1CN(C(=O)Cn2cnc3c2c(=O)n(C)c(=O)n3C)CCO1` (stereo unspecified) gave LDHA inh 6 and 12-LOX inh 6%.
`CCc1ccc2oc(C(=O)Nc3ccc(C)c(Cl)c3)cc(=O)c2c1` gave LDHA inh -8 and 12-LOX inh -17%.
For COc1ccccc1Oc1c(C)oc2cc(OCC(=O)O)ccc2c1=O the results were LDHA inh -9 and 12-LOX inh inconclusive.
Screening Cc1ccc2nc(Nc3ccccc3C)cc(C)c2c1 returned LDHA inh -7 and 12-LOX inh inconclusive.
Screening CC(C)Cn1nc(C(=O)Nc2ccc(Br)cc2F)c2ccccc2c1=O returned LDHA inh -4 and 12-LOX inh 33%[activator].
`CCOc1cc(C=O)cc(Cl)c1OC` gave LDHA inh 2 and 12-LOX inh inconclusive.
`C/C(=N\NC(=O)C1CC1)c1cccc(N)c1` gave LDHA inh -1 and 12-LOX inh 25%.
Screening O=C(O)/C=C/c1cc(Br)c(OCc2ccccc2Cl)c(Br)c1 returned LDHA inh 1 and 12-LOX inh inconclusive.
O=C(Nc1ccccc1Cl)c1cc(C2CCCCN2S(=O)(=O)c2ccc(F)cc2F)on1 (stereo unspecified) was read as LDHA inh -4 and 12-LOX inh 0%.
Screening CCOC(=O)C1C(=O)C=C(c2cccs2)CC1c1ccc(CC)cc1 (stereo unspecified) returned LDHA inh 0 and 12-LOX inh inconclusive.
Screening CCc1ccc(C2C=C(c3ccccc3)Nc3nnnn32)cc1 (stereo unspecified) returned LDHA inh 1 and 12-LOX inh inconclusive.
Screening C#CC1(O)CCC2C3CCC4=CC(=O)CCC4C3CCC21C (stereo unspecified) returned LDHA inh 6 and 12-LOX inh -2%.
Screening COC(=O)/C=C/C(=O)c1ccc(OC)cc1 returned LDHA inh 5 and 12-LOX inh inconclusive.
`Cc1ccc2nc(CSc3ncnc4ccccc34)cn2c1` gave LDHA inh -20 and 12-LOX inh 2%.
Screening N#Cc1nc(-c2ccc(S(=O)(=O)N3CCCCC3)cc2)oc1NCCCn1ccnc1 returned LDHA inh 2 and 12-LOX inh -19%.
Screening Fc1ccc(OCc2nc3ccccc3n2C(F)F)c(F)c1 returned LDHA inh -2 and 12-LOX inh 33%[activator].
For CN(Cc1ccccc1)C(=O)[C@@H]1CCCN1C(=O)[C@@H]1CCCN1C(=O)c1ccccc1 the results were LDHA inh -1 and 12-LOX inh -9%.
CCOc1cc(CNC(=O)c2ncoc2-c2ccc(OC)cc2)ccc1OC was read as LDHA inh 11 and 12-LOX inh 15%.
For CC(C)c1ccc(COc2ccc(Cl)cc2C(N)=O)cc1 the results were LDHA inh 12 and 12-LOX inh inconclusive.
`CC(C)C(CNC(=O)c1n[nH]c(=O)c2ccccc12)N1CCOCC1` (stereo unspecified) gave LDHA inh -12 and 12-LOX inh -43%.
For CC1(C)CCC(N)c2ccccc21 (stereo unspecified) the results were LDHA inh 10 and 12-LOX inh -6%.
`C=CC[N+](C)(C)CC#Cc1ccccc1` gave LDHA inh 6 and 12-LOX inh -14%.
For COc1cc(Cl)c(CNC[C@H]2O[C@@H](n3cnc4c(=O)[nH]c(N)nc43)[C@H](O)[C@@H]2O)c(Cl)c1O the results were LDHA inh 1 and 12-LOX inh inconclusive.
CC1CCC[C@]2(CCc3cc4c5c(c(=O)oc4cc3O2)CCCC5)C1 (stereo partly specified) was read as LDHA inh -7 and 12-LOX inh -29%.
For Cn1c(=O)c2c(ncn2CC(=O)N(C2CC2)C2CCS(=O)(=O)C2)n(C)c1=O (stereo unspecified) the results were LDHA inh 6 and 12-LOX inh -1%.
Screening CN(Cc1ccccc1N1CCCCC1)C(=O)c1cccc(S(=O)(=O)N2CCCC2)c1 returned LDHA inh -7 and 12-LOX inh 9%.
`N=C(N)SC12CC3CC(CC(C3)C1)C2` gave LDHA inh 11 and 12-LOX inh 14%.
Screening Cc1cc2nc(C(C)(C)C)c(Cc3ccccc3C(F)(F)F)n2c(C)c1Br returned LDHA inh -1 and 12-LOX inh inconclusive.
Screening CCn1cnc2c1c(=O)n(CC(=O)NCC1(c3ccccc3)CCCC1)c(=O)n2Cc1ccccc1 returned LDHA inh 0 and 12-LOX inh inconclusive.
CCCCCOc1cc(OCCCCC)c2c(-c3ccccc3)cc(=O)oc2c1 was read as LDHA inh 5 and 12-LOX inh 19%.
Screening COc1ccc(C(C)=O)c(OCc2ccccc2C#N)c1 returned LDHA inh 1 and 12-LOX inh 22%.
Screening O=S1(=O)CC(N2CCN(CCO)CC2)CN1Cc1ccc(F)cc1 (stereo unspecified) returned LDHA inh -12 and 12-LOX inh inconclusive.
O=C(Nc1cccc(NC(=O)C2CCCCC2)c1)C1CCCCC1 was read as LDHA inh 1 and 12-LOX inh 3%.
Screening Cc1ccc(NC(=O)Cn2nc3ccc(S(=O)(=O)C(C)(C)C)nn3c2=O)cc1C returned LDHA inh -3 and 12-LOX inh inconclusive.
Screening O=C1COc2ccc(-c3csc(Nc4ccc(F)cc4)n3)cc2N1 returned LDHA inh -6 and 12-LOX inh inconclusive.
CC(C)(C)C1CCC(OC(=O)c2c(F)cccc2Cl)CC1 (stereo unspecified) was read as LDHA inh -2 and 12-LOX inh -2%.
Cc1occc(=O)c1OC(=O)c1cccs1 was read as LDHA inh -2 and 12-LOX inh -5%.
For CCC(C)C(NC(=O)c1ccccc1)C(=O)NOCc1ccccc1 (stereo unspecified) the results were LDHA inh 1 and 12-LOX inh -41%.
`O=C(OCc1cccc(Cl)c1)c1ccc(N2CCOCC2)nc1` gave LDHA inh -7 and 12-LOX inh inconclusive.
`Cc1nc2nc(N(Cc3cccc(C#N)c3)S(=O)(=O)c3ccccc3)nn2c(C)c1Cl` gave LDHA inh 3 and 12-LOX inh -4%.
COc1ccc(-c2noc(-c3cc(-c4ccco4)n[nH]3)n2)cc1 was read as LDHA inh 5 and 12-LOX inh -28%.
CC(C)n1ncc2c(C(=O)Nc3ccc(Br)cc3F)c3c(nc21)CCC3 was read as LDHA inh -11 and 12-LOX inh 3%.

Assay outcomes deposited in PubChem BioAssay by National Center for Advancing Translational Sciences (NCATS).
